# Giardia killer: Small Molecules that selectively kill Giardia lamblia: qHTS; Giardia lamblia trophozoite viability; activity change, % at 7.66 µM, hits read low; 340,000 tested, 0.15% active; in the data active means activity change below about -80%; inconclusive means between about -30% and that limit;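 further: parasites exposed to compound for two days anaerobically before the ATP read; on the % scale 0 is the no-effect control and ±100 the full control effect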
#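 Compounds were tested on trophozoites seeded at 100 cells/well and held 48 hrs at 37 deg C anaerobically. An ATP-based luminescent kit measured the remaining live cells.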
# FBPA coupling cs: qHTS Assay for Inhibitors of Fructose-1,6-bisphosphate Aldolase from Giardia Lamblia: Coupling assay counterscreen. coupling enzyme system counterscreen, AmpLite Red fluorescence. activity change, negative = inhibition, % at 58.2 µM, hits read low. 290,000 tested, 0.67% active. AID 2472, 2010; in the data active means activity change below about -30%; further: on the % scale 0 is the no-effect control and ±100 the full control effect
#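 Compounds tested against the coupling enzymes alone at 57.5 uM final; readout was AmpLite Red fluorescence (525/598 nm) after 20 min at RT.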
# S-ASM inh: Inhibitors of Secretory Acid Sphingomyelinase (S-ASM): qHTS | Sphingomyelin phosphodiesterase (Homo sapiens), P17405 | placental ASM, HMU-PC fluorogenic substrate, 60 min | Potency, µM (highest dose often 57.5 µM), without a hit: top-dose activity change, negative = inhibition, usual class: inhibitors | 340,000 tested, 0.006% active | AID 504937, 2011; further: potency means the concentration at half of the fitted maximal effect
#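 Fluorescence read-out (Ex 386 nm, Em 447 nm) after stopping the reaction at pH 10. Enzyme: ASM from human placenta; substrate HMU-PC0, 9 uM final; 60 min, 37 °C. Compound preincubation 10 min, ambient temperature.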
# Tb PFK block: qHTS Assay to Find Inhibitors of T. brucei phosphofructokinase. AID 485367, 2010. ATP-dependent 6-phosphofructokinase (Trypanosoma brucei brucei), O15648. Potency, µM (titrated, usually from 57.5 µM), for the others: top-dose activity, negative = inhibition, usual class: inhibitors. 330,000 tested, 0.17% active. T. brucei PFK, ADP-Glo luminescence;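 further: potency means the concentration at half of the fitted maximal effect; 0% = uninhibited 1x PFK enzyme wells and -100% = no-enzyme wells; nearly all actives have a fitted effect of over 60% in size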
# Target sequence (O15648 whole entry, looked up): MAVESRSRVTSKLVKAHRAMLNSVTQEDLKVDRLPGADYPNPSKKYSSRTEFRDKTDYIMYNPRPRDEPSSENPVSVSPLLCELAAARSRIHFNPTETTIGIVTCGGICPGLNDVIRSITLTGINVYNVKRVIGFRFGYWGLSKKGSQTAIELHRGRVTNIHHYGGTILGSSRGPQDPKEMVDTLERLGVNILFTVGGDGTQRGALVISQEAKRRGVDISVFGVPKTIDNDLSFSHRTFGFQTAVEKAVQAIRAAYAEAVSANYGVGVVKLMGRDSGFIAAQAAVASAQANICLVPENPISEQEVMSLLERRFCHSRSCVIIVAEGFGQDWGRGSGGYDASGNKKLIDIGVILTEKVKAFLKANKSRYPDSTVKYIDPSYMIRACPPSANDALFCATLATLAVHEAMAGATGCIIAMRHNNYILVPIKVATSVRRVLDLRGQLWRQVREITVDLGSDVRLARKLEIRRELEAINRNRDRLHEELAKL
#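 In TEA buffer at pH 8.0 with 5 mM MgCl2, enzyme (1.25 nM) converted F6P (0.5 mM) and ATP (0.1 mM) for 45 min at room temperature. ADP product was read by luciferase luminescence.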
# Menin MLL FP TR: qHTS Assay for Inhibitors Targeting the Menin-MLL Interaction in MLL Related Leukemias: Competition With Texas Red Labeled MLL-derived Mutant Peptide; Menin + Texas Red MLL mutant peptide, fluorescence polarization; Potency, µM (series often up to 61.6 µM), for inactives: at the top dose FP activity change, negative = inhibition, actives largely listed as inhibitors; 270,000 tested, 0.23% active; active means well fitted inhibition curve with a large enough effect in the polarisation, with a control signal flat, not every such curve was filed as active; inconclusive means small, poorly fitted or top-dose-only effect, or effect the other way, or a change in a side signal; inactive means no such curve, though single readings can be large or run the other way; the % refers to the polarisation; further: potency means the concentration at half of the fitted maximal effect; % of control where 0% means no effect; many of its hits are not listed in these tables
# BCR signal inh: qHTS Assay to Find Inhibitors of Chronic Active B-Cell Receptor Signaling. Potency, µM (titrated, usually from 46.1 µM), inactives show top-dose ratio change, negative = lower green/red ratio, most hits filed as inhibitors. ABC-DLBCL IkBa-CBG/CBR reporter, luminescence ratio, 4 h. AID 493014, 2011. 340,000 tested, 0.05% active; active means well fitted inhibition curve with a large enough effect in the signal ratio, with a control signal flat, not every such curve was filed as active; inconclusive means small, poorly fitted or top-dose-only effect, or effect the other way, or a change in a side signal; the % refers to the signal ratio;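 further: potency means the concentration at half of the fitted maximal effect; plate controls were basal doxycycline-induced cells for no effect and cells given 10 µM MG132 for full effect; MG132 reads +100%, hits lower the ratio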
#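 Compounds up to 46 uM were incubated four hours with TMD8 cells whose green CBG68 luciferase is fused to IkappaBalpha; red CBR luminescence normalised the signal, and concentration-effect curves were fitted to fusion, red and ratio data.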
# GALK inh: qHTS Assay for Inhibitors of Human Galactokinase (GALK) | AID 1868, 2009 | P51570 | 270,000 tested, 0.007% active | Purified GALK, Kinase-Glo residual ATP luminescence | Potency, µM (titrated, usually from 57.5 µM), inactives show at the highest dose activity change, negative = inhibition, hits mostly inhibitors; further: potency means the concentration at half of the fitted maximal effect; on the % scale 0 is the no-effect control and ±100 the full control effect
#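 Galactose (100 uM) and ATP (35 uM) were turned over by 5 nM GALK for 1 h at RT. Kinase-Glo Plus then converted the remaining ATP into a luminescent signal.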
# PKM2 activator: qHTS Assay for Activators of Human Muscle isoform 2 Pyruvate Kinase; Pyruvate kinase PKM (Homo sapiens), P14618; purified PKM2, Kinase-Glo ATP luminescence, activation; response scale: 0% is enzyme alone, no compound; Potency, µM (highest dose often 57.5 µM), inactives show at the top dose activation, hits mostly activators; 260,000 tested, 0.34% active; further: potency means the concentration at half of the fitted maximal effect; on the % scale 0 is the no-effect control and ±100 the full control effect; nearly all actives have a fitted effect of over 55% in size
#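 Purified hPK-M2 (>95% pure) converted ADP (0.1 mM final) to ATP with 0.5 mM PEP in 50 mM imidazole pH7.2, KCl, MgCl2, Tween 20, BSA; 1 h at room temperature. ATP detected by Kinase-Glo luminescence.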
# B2AR arrestin: qHTS assay of beta-arrestin-biased ligands of beta2-adrenergic receptor; beta-arrestin recruitment to beta2AR, cell-based reporter; Beta-2 adrenergic receptor (Homo sapiens), P07550; Potency, µM (doses to about 46.1 µM), inactives show at the highest dose activation, hits mostly activators; 330,000 tested, 0.02% active;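 further: potency means the concentration at half of the fitted maximal effect; 0% = DMSO controls and full agonism = EC100 isoproterenol or metaproterenol; nearly all actives have a fitted effect of over 65% in size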
# Target sequence (P07550 whole entry, looked up): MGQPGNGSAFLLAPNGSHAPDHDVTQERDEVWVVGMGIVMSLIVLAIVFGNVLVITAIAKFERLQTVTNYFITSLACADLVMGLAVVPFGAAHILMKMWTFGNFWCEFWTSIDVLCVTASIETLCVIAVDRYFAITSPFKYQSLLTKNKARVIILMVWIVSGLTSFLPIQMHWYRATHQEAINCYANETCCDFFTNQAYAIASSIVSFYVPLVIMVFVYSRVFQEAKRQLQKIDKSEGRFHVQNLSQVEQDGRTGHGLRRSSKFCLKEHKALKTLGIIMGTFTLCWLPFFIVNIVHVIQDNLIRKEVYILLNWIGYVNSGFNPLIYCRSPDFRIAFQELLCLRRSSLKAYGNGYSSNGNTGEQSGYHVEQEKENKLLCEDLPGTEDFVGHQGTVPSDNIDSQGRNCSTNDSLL
# Integrin act MD: qHTS for Activators of Integrin-Mediated Alleviation for Muscular Dystrophy. alpha7betagal myoblasts, beta-gal FDG fluorescence, 48 h. Potency, µM (titrated, usually from 38.3 µM), inactives show top-dose activation, actives largely listed as activators. 350,000 tested, 0.064% active. AID 624291, 2012;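 further: potency means the concentration at half of the fitted maximal effect; 100% = response of the positive control SU9516; nearly all actives have a fitted effect of over 60% in size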
#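 alpha7betagal+/- myoblasts (passage 13, 250/well) treated 48 h at 37C with compounds at 1:260 dilution of DMSO stock. Lysed, then beta-galactosidase activity read as FDG fluorescence (ex 480/em 540) after 30 min, with pre-read for autofluorescence.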
# PTAP TSG101 blk: qHTS Assay for Iinhibitors of HIV-1 Budding by Blocking the Interaction of PTAP/TSG101. Potency, µM (series often up to 115 µM), for the others: at the top dose activity change, negative = inhibition, actives largely listed as inhibitors. Tumor susceptibility gene 101 protein (Homo sapiens), Q99816. AID 493005, 2010. 340,000 tested, under 10 active. Fluorescence polarization, FITC-PTAP peptide / Tsg101 binding; active means well fitted inhibition curve with a large enough effect in the main read-out, with a control signal flat, not every such curve was filed as active; inconclusive means small, poorly fitted or top-dose-only effect, or effect the other way, or a change in a side signal; inactive means no such curve, though single readings can be large or run the other way; further: potency means the concentration at half of the fitted maximal effect; % of control where 0% means no effect
#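 Fluorescence polarization binding of Tsg101 binding domain (10 uM final) to FITC-labeled PTAP peptide (50 nM final) in HEPES pH 7.5 buffer with NaCl, Tween 20, EDTA, TCEP. Compounds added before peptide; binding 20 min at RT.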
# Numbers without * were called inactive; u = inconclusive; x = no result given; & = joins results of further samples; [ ] = another dose, or the depositor's remark. Unless noted, the call rests on the fitted dose curve; in most records, active means well fitted curve in the direction sought with a large enough effect; inconclusive means small, poorly fitted or top-dose-only effect, or another doubt; inactive means no such curve, though single readings can be large; an effect the other way counts as inactive or inconclusive. Only part of the results is shown, so the mix of outcomes need not match the whole.
SMILES,Giardia killer,FBPA coupling cs,S-ASM inh,Tb PFK block,Menin MLL FP TR,BCR signal inh,GALK inh,PKM2 activator,B2AR arrestin,Integrin act MD,PTAP TSG101 blk
CCOc1ccc2nc(SCC(=O)NCc3ccc(S(N)(=O)=O)cc3)[nH]c2c1,-20.9,-2.0,-1.0%,1.8%,-2.1%,-0.5%,0.2%,-0.4%,-0.4%,28.3%,-5.0%
N/C(=N\NC(=O)c1ccccc1Cl)c1cc2ccccc2oc1=O,-2.7,-0.9,-3.3%,0.4%,12.7%,u,-1.5%,-0.7%,0.2%,u,-7.4%
c1ccc(-c2nc(N3CCCCCC3)c3ccccc3n2)nc1,-20.0,-1.3,-4.7%,-1.2%,-19.3%,u,2.6%,-2.6%,0.2%,-45.1%[inhibitor],-2.6%
CC(=O)c1ccc(OC(C)C(=O)NCC2(N3CCOCC3)CCCCC2)cc1 (stereo not given),5.3,x,3.2%,-0.6%,x,-4.4%,x,x,0.3%,25.0%,-3.2%
COc1ccc(OC/C(O)=C(\C#N)c2nc3ccccc3[nH]2)cc1,2.1,2.7,-1.5%,-9.7%,14.2%,-6.7%,-0.2%,-0.1%,-0.2%,24.6%,-1.2%
CCOc1ncccc1C(=O)OCC(=O)Nc1cc(C(=O)OC)ccc1C(=O)OC,x,0.0,x,-2.4%,-6.6%,0.3%,2.0%,-0.1%,-0.3%,x,x
Cc1csc(=O)n1CC(=O)OCC(=O)Nc1cc([N+](=O)[O-])ccc1Cl,-6.3,x,3.9%,-0.6%,x,3.0%,x,x,0.2%,27.6%,0.4%
Cc1ccccc1NC(=O)C(C)OC(=O)c1ccccc1C(=O)N(C)c1ccccc1 (stereo not given),-5.0,x,-2.2%,8.5%,x,5.5%,x,x,0.3%,-13.2%,-2.0%
COc1ccc(C2NC(=O)NC3=C2C(=O)CCC3)cc1 (stereo not given),23.0,0.4,6.7%,0.3%,-0.1%,0.0%,-1.2%,1.9%,0.3%,12.8%,-6.6%
COc1cccc(OC)c1C(=O)NC(=O)Nc1c(F)cc(F)cc1F,12.2,-3.9,2.4%,0.2%,x,-2.6%,0.3%,-1.0%,-1.1%,3.2%,-2.0%
CN(CC(=O)Nc1ccc(F)cc1)C(=O)CCc1nc2sc3c(c2c(=O)[nH]1)CCCC3,15.3,x,0.1%,-11.5%,x,-7.2%,x,x,0.2%,4.0%,-0.4%
CCNc1ccc(C(=O)OCC)cc1NC(=O)c1cccc(S(=O)(=O)N2CCOCC2)c1,19.5,2.6,-3.1%,-1.2%,4.7%,3.7%,0.6%,-17.4%,-0.2%,16.1%,4.9%
O=C(NCc1cccs1)C1(S(=O)(=O)c2ccccc2)CC=CC1,-10.7,0.8,3.0%,-2.0%,-1.7%,-0.4%,x,4.2%,-1.1%,22.6%,-4.2%
CC1CCCC(C)N1S(=O)(=O)c1ccc(NC(=O)c2ccccc2C(=O)N2CCOCC2)cc1 (stereo not given),5.0,1.5,-1.2%,12.5%,-23.5%,-3.6%,0.2%,2.6%,-0.4%,0.6%,-2.5%
Cc1cccc2cc(/C=C/C(=O)c3ccco3)c(Cl)nc12,-8.0,2.1,-0.6%,0.3%,x,u,4.8%,-7.7%,-0.2%,-20.2%,1.2%
O=C(NCCc1csc(-c2cccnc2)n1)c1ccc(Cl)cc1,18.1,-0.3,1.4%,-3.8%,-0.1%,-2.5%,-2.4%,-0.7%,-0.2%,-9.3%,-2.4%
CS(=O)(=O)Nc1ccc(-c2cn3c(n2)SCC3)cc1,-3.6,1.1,-1.1%,1.8%,u,0.1%,-1.3%,x,0.0%,-9.5%,-4.8%
c1ccc(-n2nnnc2-n2cnc3ccccc32)cc1,-4.2,-1.4,2.8%,-15.2%,-0.6%,-0.7%,1.4%,11.1%,-0.4%,u,-3.5%
c1ccc(CN2CCC(Nc3nc(-c4cccnc4)nc4ccccc34)CC2)cc1,8.8,2.9,5.8%,-4.1%,-10.5%,u,3.2%,1.7%,-1.1%,-60.0%[inhibitor],-0.8%
CCOC(=O)N1CCN(S(=O)(=O)c2ccc(OC)c(Cl)c2)CC1,5.2,5.0,-0.6%,1.6%,16.4%,u,-4.8%,12.1%,-0.4%,-3.9%,0.9%
O=C(CSc1ccccn1)N/N=C/c1ccccc1[N+](=O)[O-],-17.4,1.2,-1.7%,11.6%,-7.5%,-0.6%,-0.1%,-1.3%,-1.8%,-3.6%,-0.8%
O=C1CN(c2nc3ccccc3n3cnnc23)CC(=O)N1CCc1ccccc1,8.8,0.6,-16.1%,-0.6%,2.4%,8.8%,-1.0%,-2.0%,-0.2%,0.0%,-3.6%
C/C=C1\COC(C(=O)NCc2ccncc2)(C(F)(F)F)C=C1C=C1CCCCC1 (stereo not given),35.1&-6.2[activator],-4.9,-6.2%,x,2.6%,x,x,x,x,11.0%,-4.6%
Cc1ccc(C(=O)NCc2ccco2)cc1S(=O)(=O)Nc1cccc(Cl)c1,18.9,12.8,-7.7%,-3.0%,u,u,-1.4%,-13.3%,-0.2%,15.4%,-4.1%
CCOc1c(Cl)cc(/C=N/NC(N)=S)cc1OC,-10.5,-1.0,4.8%,-0.2%,20.2%,-0.2%,0.0%,17.6%,-0.2%,3.8%,-3.0%
COc1ccc(NS(=O)(=O)c2ccc(Cl)c(N)c2)cc1Br,-9.2,-18.3,-5.5%,-2.8%,u,9.2%,6.2%,u,0.4%,0.0%,0.4%
CC(=O)N1CC(C)Oc2ccc(S(=O)(=O)NC(CC(=O)O)c3ccc(C)cc3C)cc21 (stereo not given),8.0,x,4.3%,0.9%,x,2.1%,-5.1%,x,0.1%,12.5%,1.9%
CCC(C)N(C(=O)COC(=O)c1cn(CC)c2nc(C)ccc2c1=O)C1CCS(=O)(=O)C1 (stereo not given),-4.6,2.7,2.1%,-0.9%,3.3%,u,2.0%,-16.6%,-0.9%,9.0%,-3.9%
CCc1c(C)c(C#N)c2nc3ccccc3n2c1NC,-7.4,10.9,190.7%[activator],-0.6%,u,u,x,x,-0.1%,0.0%,-10.4%
COc1ccc(NC(=O)CS(=O)(=O)c2cn(CC(=O)N3CCOCC3)c3ccccc23)cc1,-7.5,0.3,2.5%,0.8%,-13.8%,u,7.2%,3.3%,0.0%,12.1%,-2.5%
COc1ccc(-c2csc(NC(=O)Cc3ccccc3F)n2)cc1OC,2.6,-5.9,-18.5%,-1.8%,69.8%[activator],u,15.2%,-0.6%,0.1%,-14.3%,-1.1%
CCCCn1c(SCc2c(C)noc2C)nc2cc(S(N)(=O)=O)ccc21,-10.0,2.1,-1.0%,-6.4%[0.46 µM],-20.4%,u,1.6%,3.1%,0.0%,17.3%,-2.6%
COCCNC(=O)Cn1nc(-c2ccc(Cl)cc2)c2ccccc2c1=O,13.8,5.2,-1.0%,-1.1%,-7.8%,1.2%,-0.4%,x,-0.7%,23.5%,0.7%
COc1ccccc1N(C(C)=O)C1SC(=O)N(c2ccccc2)C1=O (stereo not given),-8.3,8.1,1.4%,-9.7%,-20.9%,u,-1.0%,u,-0.1%,-24.0%,-1.9%
C/C(=N/Nc1nc(-c2ccc(Cl)cc2)cs1)c1cccs1,-5.7,1.1,-0.5%,0.8%,x,x,-3.0%,3.6%,0.2%,1.9%,-0.4%
COCC(C)NC(=O)CSc1nc2ccccc2c(=O)n1CCc1ccc(S(N)(=O)=O)cc1 (stereo not given),17.2,x,-0.6%,-0.5%,x,4.1%,3.8%,-1.0%,0.5%,2.0%,x
